Source: PubChem BioAssay (The Scripps Research Institute Molecular Screening Center)
TCR-CD3 inh: human TCR-CD3 binding inhibition; TAMRA-labeled TCR probe fluorescence, biochemical; inhibition, % at 9.4 µM; 0.37% of 360,000 active; AID 651800; in the data active = inhibition above about 19%;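 also: recombinant mutant TCR 2C K166C tagged with TAMRA read by polarization; 0% = receptor in buffer alone and 100% = receptor with positive control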
UHRF1 MBD2 ctr: blocks human UHRF1 binding to methylated DNA. Q96T88. UHRF1 binding to methylated oligo, TR-FRET. inhibition, % at 4.4 µM. 0.75% of 370,000 active. AID 687016; in the data active = inhibition above about 21%;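 also: UHRF1 SRA domain binding a hemimethylated CpG hairpin DNA probe; 0% = median of test compound wells and 100% = reference inhibitor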
MBD2 inh: blocks human MBD2 binding to methylated DNA. Q9UBB5. TR-FRET, MBD2 binding to methylated oligonucleotide. inhibition, % at 4.4 µM. 0.31% of 370,000 active; in the data active = inhibition above about 13%
TDP2 inh: TDP2 (human) inhibition, absorbance primary screen; O95551; recombinant TDP2, T5PNP hydrolysis, p-nitrophenol absorbance 415 nm; inhibition, % at 12.8 µM; 0.34% of 370,000 active;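 active = inhibition above the mean of all tested compounds plus 3 SD, set per campaign, cut at about 25% in these data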;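 also: 0% = DMSO with enzyme and 100% = buffer with substrate but no TDP2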
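Assay system: Recombinant human TDP2 | Quantity: 120 nM TDP2 per well | Incubation: 2 h at 37 °C | Signal: Epi absorbance | Evaluation: Percent inhibition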
DDE Tn7 FP inh: inhibitors of Tn7 peptide binding to human fibrin DD(E); FP displacement of FITC-Tn7 peptide from fibrin DD(E); 0% = median of compound wells per plate; inhibition, % at 8.3 µM; AID 720508; 0.13% of 370,000 active; P02675;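 active = inhibition above the mean of compounds falling within the control limits plus 3 SD of them, cut at about 14% in these data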;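 also: 0% = plate median of compound wells and 100% = 10 µM Aha-Tn7 peptide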
Target sequence (P02675 whole entry, looked up): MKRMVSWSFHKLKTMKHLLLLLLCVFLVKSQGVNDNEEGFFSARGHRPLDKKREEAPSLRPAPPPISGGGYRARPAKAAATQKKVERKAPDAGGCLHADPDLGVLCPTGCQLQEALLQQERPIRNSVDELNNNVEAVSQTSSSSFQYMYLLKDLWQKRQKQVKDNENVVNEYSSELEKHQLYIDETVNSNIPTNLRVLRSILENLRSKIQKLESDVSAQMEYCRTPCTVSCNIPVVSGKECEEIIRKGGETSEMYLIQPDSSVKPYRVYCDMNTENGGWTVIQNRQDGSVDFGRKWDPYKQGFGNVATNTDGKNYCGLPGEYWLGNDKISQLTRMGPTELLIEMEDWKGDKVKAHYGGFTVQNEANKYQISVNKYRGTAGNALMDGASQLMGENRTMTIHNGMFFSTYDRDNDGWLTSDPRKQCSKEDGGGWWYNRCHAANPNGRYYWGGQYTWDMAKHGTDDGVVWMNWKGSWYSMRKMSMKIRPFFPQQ
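Assay system: human fibrin DD(E). Input: DD(E) 2 µM final. Medium: Tris buffer with calcium and detergent, pH 7.8. Compound dosing: single point at 8.3 µM. Timing: 10 min plus 3 h, room temperature. Technique: fluorescence polarization of the labelled Tn7 tracer. Read-out: percent inhibition. Replicates: singlicate testing.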
proKLK7 act: activators of human kallikrein-7 zymogen | P49862 | purified proKLK7, EDANS-DABCYL substrate fluorescence; 100% is mature enzyme control, 0% vehicle | activation, % at 7 µM | 0.9% of 370,000 active | AID 652039;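 active = activation above the mean of all tested compounds plus 3 SD, computed per campaign excluding outliers beyond control limits, cut at about 13% in these data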
Target sequence (P49862 whole entry, looked up): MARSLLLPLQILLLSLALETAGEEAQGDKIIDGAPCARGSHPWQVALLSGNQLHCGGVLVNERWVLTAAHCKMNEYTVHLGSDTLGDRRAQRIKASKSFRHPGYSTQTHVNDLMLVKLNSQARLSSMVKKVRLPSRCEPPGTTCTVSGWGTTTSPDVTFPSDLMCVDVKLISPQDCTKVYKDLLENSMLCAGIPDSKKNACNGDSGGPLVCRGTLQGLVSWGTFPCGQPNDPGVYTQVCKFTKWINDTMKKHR
SIAE primary: human SIAE inhibition, primary screen | inhibition, % at 9.66 µM | SIAE FP-Rh probe binding, fluorescence polarization | 0.69% of 370,000 active;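 active = inhibition above a cutoff: mean of compounds within the control limits plus 3 SD of those, cut at about 17% in these data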;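 also: 0% = plate median of compound wells and 100% = probe without SIAE protein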
PRMT1 inh: PRMT1 (human) inhibition, primary screen; Q99873; recombinant PRMT1, activity-based probe fluorescence polarization; inhibition, % at 2.79 µM; 1.3% of 370,000 active; AID 652257;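 active = inhibition above about 21% made by adding two undisclosed values, limit read from the data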
Target sequence (Q99873 whole entry, looked up): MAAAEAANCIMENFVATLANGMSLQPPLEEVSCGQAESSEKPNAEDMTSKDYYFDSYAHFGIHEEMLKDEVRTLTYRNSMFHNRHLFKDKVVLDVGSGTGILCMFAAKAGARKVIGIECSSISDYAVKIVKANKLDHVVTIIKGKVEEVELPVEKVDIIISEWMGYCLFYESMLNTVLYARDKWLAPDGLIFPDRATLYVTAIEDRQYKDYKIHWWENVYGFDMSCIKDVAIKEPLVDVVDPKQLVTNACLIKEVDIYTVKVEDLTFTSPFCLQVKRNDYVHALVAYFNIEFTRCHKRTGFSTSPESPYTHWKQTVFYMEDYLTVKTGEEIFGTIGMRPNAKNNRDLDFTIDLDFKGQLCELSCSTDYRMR
DDE Tn6 FP inh: disrupts Tn6 cyclic peptide binding to fibrin D-Dimer-E complex; P02675; inhibition, % at 8.3 µM; Fibrin DD(E) TRITC-Tn6 fluorescence polarization displacement; 0.21% of 370,000 active;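 active = inhibition above a per-campaign cutoff: mean of compounds within control limits plus 3 SD, cut at about 15% in these data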;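 also: 0% = median of all compound wells on the plate and 100% = blocking peptide control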
LEDGF integ inh: blocks HIV-1 LEDGF/p75-dependent DNA integration; TR-FRET IN-LEDGF/p75 DNA integration, Eu/Cy5; inhibition, % at 3.7 µM; 0.64% of 370,000 active;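 active = inhibition above the screen-wide mean plus 3 SD, cut at about 13% in these data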;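 also: signal is the Cy5 over europium emission ratio at 671 and 618 nm; 0% = plate median of compound wells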
* = called active by the depositor. Hits appear at their usual frequency. About 4.6% of those tested had a hit in this group.

SMILES	TCR-CD3 inh	UHRF1 MBD2 ctr	MBD2 inh	TDP2 inh	DDE Tn7 FP inh	proKLK7 act	SIAE primary	PRMT1 inh	DDE Tn6 FP inh	LEDGF integ inh
Cc1cc(C)c(NC(=O)CN2C(=O)NC(Cc3ccccc3)C2=O)c(C)c1 (centres undefined)	-2	-2	2	-10	1	0.0	2	5	0	-1
Oc1ccc(/C(Cc2ccc3ccccc3n2)=N\Nc2ccccc2)c(O)c1	0	4	0	-2	-4	-0.3	4	4	-6	5
Cc1ccc(S(=O)(=O)N2CCC(=O)N([C@H](COCc3ccc(Cl)cc3)Cc3ccccc3)CC2)cc1	0	1	2	5	5	-0.3	-4	1	5	-4
CCC1(C)N=C(N)Nc2nc3cc(C)c(C)cc3n21 (centres undefined)	0	-3	-1	4	-2	0.1	4	-3	-4	-8
CCOc1cc(NC(=S)Nc2ccc(Cl)cc2)c(OCC)cc1NC(C)=O	-3	-2	-3	9	4	-0.2	7	-1	6	0
O=C(Cc1cccc(C(F)(F)F)c1)OCC(=O)N1CCN(S(=O)(=O)c2ccc(Cl)cc2)CC1	-3	1	2	-13	-4	0.6	0	-2	-3	-1
CC(C)[C@H](NC(=O)[C@@H]1Cc2ccccc2CN1C(=O)OC(C)(C)C)C(=O)NCc1ccco1	4	-1	-1	10	2	-0.3	-6	-2	4	2
CN(C)S(=O)(=O)NCc1ccc2c(c1)OCO2	0	0	-6	-1	-1	-0.3	-4	-5	3	-1
Nc1ccc2cc3ccccc3cc2c1	8	-1	-6	-8	4	-12	2	11	2	4
Cc1ccc(CNc2oc(-c3cccs3)nc2C#N)cc1	3	-2	-2	-22	-11	-8.1	-2	-2	-8	21*
CN1CCN(c2sc(S(C)(=O)=O)nc2S(=O)(=O)c2ccc(Cl)cc2)CC1	-1	-6	3	18	0	-0.3	16	-1	12	-3
Cc1cc(NCc2ccco2)n2ncnc2n1	1	0	4	7	7	-0.1	5	-1	-1	-2
COc1ccc(Cl)cc1NC(=O)CSc1nnc(Cc2ccc(C)cc2)c(=O)[nH]1	1	-5	6	-5	-3	0.4	-12	24*	0	-3
CNC(=O)c1cc(C(=O)c2ccc(F)cc2Cl)c[nH]1	3	4	-2	-2	3	0.1	4	-2	-6	3
CN(C)C(=O)c1cc(C(=O)c2ccccc2Br)c[nH]1	-6	4	2	-16	0	0.3	-6	-4	0	12
Cc1ccc(S(=O)(=O)N2C[C@@H]3[C@H]4CC[C@H](C4)[C@@H]3[C@@H](C)[C@@H]2c2cn(Cc3ccccc3)c3ncccc23)cc1	1	0	2	2	-6	0.3	-1	-3	-1	-1
O=C1N(c2ccccc2)c2ccccc2[C@]12C[C@H](O)CO2	4	14	-1	3	-3	0.3	-2	2	10	1
CC[n+]1ccc(C)c2cc(P(=O)(c3ccccc3)c3ccccc3)ccc21	1	7	6	6	1	-0.2	2	7	2	-6
Cc1ccc(C(=O)N2CCC(C(=O)NCc3ccco3)CC2)cc1	-4	-2	-6	10	6	0.3	1	-3	1	-1
CCOc1ccc(NC(=O)c2ccc(OCC3CCCO3)cc2)cc1S(=O)(=O)N(CC)CC (centres undefined)	1	8	0	-6	-1	-5.5	1	2	6	0
O=C(c1ccccc1)N1N=C(c2ccc(F)cc2)CC1c1ccc(F)cc1 (centres undefined)	9	-2	1	11	0	0.4	-5	1	3	-3
CC1CC(C)CN(S(=O)(=O)c2cccc3nsnc23)C1 (centres undefined)	-7	0	4	-10	3	-0.6	2	1	2	1
Fc1ccc(-c2ccnn2-c2ccccc2)cc1	-2	1	-2	-2	8	-0.2	0	6	4	-2
Cc1ccc(Cl)c(OCC(=O)N2CCc3ccccc3C2)c1	-6	2	-1	-14	-4	0.2	1	-3	5	1
CCOC(=O)c1sc(-n2[nH]c(C)cc2=O)nc1C	8	-2	-1	4	2	0.5	4	1	-3	-2
(continued)
SMILES	TCR-CD3 inh	UHRF1 MBD2 ctr	MBD2 inh	TDP2 inh	DDE Tn7 FP inh	proKLK7 act	SIAE primary	PRMT1 inh	DDE Tn6 FP inh	LEDGF integ inh
C/C(=N\O)C(C)Oc1ccc(Cl)cc1 (centres undefined)	3	-1	3	4	5	-0.5	0	-1	-4	0
CCN(CC)CCc1c(C)[nH]c(C(=O)OCc2ccccc2)c1C	-3	2	1	-1	-4	0.0	3	0	5	-1
Cc1ccc(C2=NC(C)(C)N=C2SCC(=O)Nc2ccc(Cl)cc2)cc1	8	-1	-3	0	0	-0.2	-5	14	-4	0
Nc1nc(CSc2nnnn2-c2ccccc2)nc(Nc2ccccc2)n1	-6	-2	-5	-9	6	-0.1	0	-3	-9	4
C/C(=N\NC(=O)c1cccc(Cl)c1)c1cccc(NC(=O)C(C)C)c1	-2	4	2	6	-2	0.6	1	1	3	1
CCCCNC(=O)n1c(SC)nc2ccccc21	-5	4	6	11	7	-0.8	-3	1	1	1
CCCCn1nc(C(=O)NC2CCCCC2)c2ccccc2c1=O	1	1	-1	1	8	-0.4	-5	0	-7	-7
COCCN1C(=O)C(=O)/C(=C(/O)c2ccc(S(=O)(=O)N3CCCCC3)cc2)C1c1ccc(OC)c(OC)c1 (centres undefined)	2	-6	-3	5	-2	0.4	-7	-2	1	3
COc1ccc(NC(=O)N(C)C[C@@H]2Oc3cc(Br)ccc3S(=O)(=O)N([C@H](C)CO)C[C@H]2C)cc1	-4	17	3	-1	-2	0.1	3	1	-2	0
Nc1nc2c(ncn2[C@@H]2O[C@H](CNS(=O)(=O)N3CCCC3)[C@@H](O)[C@H]2O)c(=O)[nH]1	1	7	1	2	-4	0.9	-1	-1	-4	0
CCC(=O)Nc1cccc(NC(=O)c2ccc3c(c2)OCO3)c1	7	-3	2	6	1	-0.4	11	-1	4	-1
COc1ccc(N2CCN(C(=O)c3cn(CC4CCCCC4)nn3)CC2)cc1	0	-3	3	9	-5	0.6	11	-2	-4	-2
COc1ccc(/C=N/NS(=O)(=O)c2ccccc2)cc1OS(=O)(=O)c1ccc(C)cc1	-1	0	-3	8	2	0.6	-9	-2	-3	1
O=C(CNC(=O)c1cccs1)c1ccc(F)cc1	-4	3	4	3	-1	0.5	3	-1	0	1
Cc1cc(/C=C(\C#N)C(=O)NC2CCCCCC2)c(C)[nH]1	6	-3	-2	1	-6	-5.8	8	0	-10	2
N#CCc1nc(C(c2ccccc2)c2ccccc2)no1	-13	1	-2	-8	-8	-0.3	-8	3	2	-6
Cc1ccccc1C(=O)NC(=S)Nc1ccc(S(=O)(=O)N2CCOCC2)cc1	-2	2	-2	5	3	0.0	2	-3	2	-4
Cc1ccc(S(=O)(=O)N2CCN(C(=O)CSc3ccc(Cl)cc3)CC2)cc1	2	1	-5	-21	-7	-0.4	-3	-6	8	3
CCOc1cccc(-c2c(C(=O)N/N=C/c3ccc(Br)cc3)nnn2-c2nonc2N)c1	-10	-4	-3	-7	0	-0.7	-13	0	-13	0
Cc1ccc(SCC(=O)Nc2ccccc2C(=O)N2CCOCC2)cc1	7	3	3	5	2	0.4	-1	-1	-5	-2
CC1(C)C2CC=C(/C=N/NC(=O)C3CC3)C1C2 (centres undefined)	1	-1	0	-10	-3	0.6	4	-3	0	-2
CCCCN1C(=O)C(=O)NC[C@@H]1C(C)O (some centres undefined)	-2	3	9	6	5	-1.0	2	0	6	4
Cc1ccc(C(=O)NC2CCCCNC2=O)cc1 (centres undefined)	0	0	-1	-3	3	0.5	-2	-1	2	-1
O=C(N[C@H](C(=O)N1CCC[C@H]1C(=O)NCc1ccccc1)c1ccccc1)C1CCCC1	5	-1	-7	4	-4	0.1	0	0	-4	6
Cc1ccc(NS(=O)(=O)c2ccc(C)c(C(=O)N3CCN(C)CC3)c2)cc1	-4	3	-4	-3	3	0.7	9	2	-3	-1

Compounds shown so far containing two or more sulfur atoms, in the order listed:
SMILES	TCR-CD3 inh	UHRF1 MBD2 ctr	MBD2 inh	TDP2 inh	DDE Tn7 FP inh	proKLK7 act	SIAE primary	PRMT1 inh	DDE Tn6 FP inh	LEDGF integ inh
CN1CCN(c2sc(S(C)(=O)=O)nc2S(=O)(=O)c2ccc(Cl)cc2)CC1	-1	-6	3	18	0	-0.3	16	-1	12	-3
CC1CC(C)CN(S(=O)(=O)c2cccc3nsnc23)C1 (centres undefined)	-7	0	4	-10	3	-0.6	2	1	2	1
COc1ccc(/C=N/NS(=O)(=O)c2ccccc2)cc1OS(=O)(=O)c1ccc(C)cc1	-1	0	-3	8	2	0.6	-9	-2	-3	1
Cc1ccccc1C(=O)NC(=S)Nc1ccc(S(=O)(=O)N2CCOCC2)cc1	-2	2	-2	5	3	0.0	2	-3	2	-4
Cc1ccc(S(=O)(=O)N2CCN(C(=O)CSc3ccc(Cl)cc3)CC2)cc1	2	1	-5	-21	-7	-0.4	-3	-6	8	3

The list goes on.
SMILES	TCR-CD3 inh	UHRF1 MBD2 ctr	MBD2 inh	TDP2 inh	DDE Tn7 FP inh	proKLK7 act	SIAE primary	PRMT1 inh	DDE Tn6 FP inh	LEDGF integ inh
Cc1ccc(CCNC(=O)CS(=O)Cc2nc(-c3cccc(C)c3)oc2C)cc1 (centres undefined)	3	-4	-3	-1	-7	0.6	0	0	-10	-1
COc1ccc(/C=C/C(=O)c2ccc3c4c(cccc24)CC3)cc1OC	-1	18	4	5	-2	-3.5	0	-1	-5	2
COC(=O)[C@@H](NC(=O)N1CCN(C(=O)C2COc3ccccc3O2)CC1)C(C)C (some centres undefined)	1	1	-6	17	4	-0.1	-6	3	-2	1
COc1cc(/C=C2\N=C(C)OC2=O)cc(Cl)c1OC(C)=O	-5	3	-1	-7	-2	2.1	0	1	-1	4
Cn1c(C(C(=O)NCC2CCCO2)N(C(=O)Cn2nnc3ccccc32)C2CCCCC2)nc2ccccc21 (centres undefined)	1	-4	1	9	-3	-0.6	5	0	-3	0
CN(C(=S)NC(=O)C1(C)CC1(Cl)Cl)c1ccccc1 (centres undefined)	-10	2	4	0	10	-0.2	-1	0	7	1
COc1ccc(-c2coc3cc(OC4OC(CO)C(O)C(O)C4O)ccc3c2=O)cc1 (centres undefined)	1	-1	7	7	6	0.1	-1	-1	5	-3
CC(=O)c1ccc(N2CCN(C(=O)COc3ccc4ccccc4c3)CC2)cc1	-5	2	6	2	4	0.2	-2	5	6	3
CCCN(CCC)c1nc(C#N)nc(N(CCC)CCC)n1	0	-2	6	-12	-5	-1.1	-3	-1	0	2
CC1(C)CC(=O)C=C(c2ccc(COC(=O)c3cccc(C(F)(F)F)c3)cc2)C1=O	-7	4	-1	2	-1	0.6	0	2	-6	3
OC1(c2cccc(C(F)(F)F)c2)CCN(c2ncnc3c2[nH]c2ccccc23)CC1	7	-2	2	-6	-5	-0.6	7	0	-4	4
O=C1c2cccc3c([N+](=O)[O-])ccc(c23)C(=O)N1CCc1ccccn1	7	2	-4	5	6	-0.2	3	-3	5	5
CCOC(=O)C(/C=C(\C#N)C(=O)OCC)=C(/N)N1CCN(c2ccc(Cl)cc2)CC1	3	2	0	-14	3	0.9	1	-3	-6	-2
CCCCc1ccc(-c2csc(/C(C#N)=C/c3ccco3)n2)cc1	-3	6	8	-6	2	-1.1	-22	3	-3	-1
CC(C)C[C@H]1CNC(=O)C(=O)N1CC1CCN(CCc2ccccc2)CC1	-2	3	-1	-8	-6	-0.2	-1	-4	4	0
COc1ccccc1NC(=O)NCCN1C(=O)C2C3C=CC(C3)C2C1=O (centres undefined)	2	0	-3	-6	-3	-0.2	5	-4	0	3
